Source: PubChem BioAssay (The Scripps Research Institute Molecular Screening Center)
OX1R antag-1 – blocks the human orexin 1 receptor; O43613; CHO/OX1R cells, Fluo-8 calcium fluorescence, orexin A; inhibition, % at 5 µM; 330,000 tested, 0.43% active; AID 434989;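 active = inhibition above its plate's threshold, mean inhibition of all tested compounds on the plate plus 3 SD, cut at about 37% in these data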;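 also: 0% = orexin A challenge wells and 100% = SB-334867-A antagonist wells; not every result past the cut was called active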
Target sequence (O43613 whole entry, looked up): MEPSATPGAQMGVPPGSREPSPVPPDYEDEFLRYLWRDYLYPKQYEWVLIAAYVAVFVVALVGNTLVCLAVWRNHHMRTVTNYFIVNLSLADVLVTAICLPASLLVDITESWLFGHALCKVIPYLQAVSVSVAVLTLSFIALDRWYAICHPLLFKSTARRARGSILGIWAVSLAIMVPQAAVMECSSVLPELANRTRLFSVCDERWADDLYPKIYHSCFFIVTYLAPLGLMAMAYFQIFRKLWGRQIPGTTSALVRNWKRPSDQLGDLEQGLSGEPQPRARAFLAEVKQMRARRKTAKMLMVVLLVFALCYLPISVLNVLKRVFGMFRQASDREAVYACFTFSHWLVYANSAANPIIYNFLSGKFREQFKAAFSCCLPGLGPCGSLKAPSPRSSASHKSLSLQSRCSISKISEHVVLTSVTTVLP
OX1R antag-2 – OX1R (human) antagonism; O43613; OX1R-expressing cells, FRET antagonist read-out; inhibition, % at 6.6 µM; 330,000 tested, 1.8% active; AID 485270; in the data active = inhibition mostly above about 38%, no sharp cut-off; inactive = mostly below about 40%;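 also: 0% = agonist challenge alone and 100% = reference antagonist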
* hit, by the source's call.

Each structure is followed by: OX1R antag-1, OX1R antag-2
> O=C(OCn1nnc2ccccc2c1=O)c1cccs1
  -3, 13
> Nc1nonc1NN=C1CCCCC1
  -15, 7
> Nc1c(N(CCC2=CCCCC2)C(=O)c2ccco2)c(=O)[nH]c(=O)n1Cc1ccccc1
  -19, 20
> Clc1ccc(CSc2nnc([C@@H]3CCCN3)o2)cc1
  -23, 17
> COc1ccccc1C1NC=C([N+](=O)[O-])C=C1[N+](=O)[O-] (configuration not stated)
  -27, 46
> CCOC(=O)c1cn2nc(Oc3cccc(F)c3)ccc2n1
  -37, 5
> Cc1ccc(-n2cccc2/C=N/n2cnnc2)cc1Cl
  -9, 18
> O=C1c2ccccc2C(=O)N1CCc1nc(-c2ccccn2)no1
  -32, 18
> CCn1c(N)c(C(=O)Nc2ccccc2C(=O)OC)sc1=S
  43, 83*
> Cc1ccc(C(=O)COC(=O)CNC(=O)Cc2ccccc2)cc1
  -3, 14
> COc1cc(C(=O)NC(=S)Nc2ccc(NC(=O)c3ccco3)cc2)cc(OC)c1OC
  -27, 23
> COC(=O)c1ccc(/C=C(\C#N)C(=O)NC(C)c2ccccc2)cc1 (configuration not stated)
  -29, 13
> CNS(=O)(=O)c1cccc(C(=O)OCC(=O)Nc2ccc(Cl)cn2)c1
  -14, 6
> COc1ccc(C(C(=O)Nc2ccc3c(c2)OCO3)N(C)C(=O)Cc2c[nH]c3ccccc23)cc1 (configuration not stated)
  -3, 3
> COc1cccc(N2CCN(C(=S)Nc3cc(C)cc(C)c3)CC2)c1
  -25, 12
> O=C(Nc1ccccc1)C1CCCN1S(=O)(=O)c1ccc(Br)cc1 (configuration not stated)
  16, 64*
> COc1ccc(/C=N/NC(=O)CNc2c(Br)cc(C)cc2Br)c(C(=O)O)c1OC
  1, 8
> NS(=O)(=O)c1ccc(CCNC(=O)NC23CC4CC(CC(C4)C2)C3)cc1
  -13, 8
> CN1OC(COC(=O)c2ccccc2)CC1c1ccccc1 (configuration not stated)
  -26, 7
> O=C(c1cc2cc([N+](=O)[O-])ccc2oc1=O)N1CCN(c2ncccn2)CC1
  -6, 13
> COC(=O)C(C)n1cnc2c(nnn2-c2ccc(F)cc2)c1=O (configuration not stated)
  -13, -1
> CC(C)c1ccc(Nc2ncccc2C(=O)O)cc1
  -1, 12
> C[C@H]1C=C(C(=O)N2CCN(Cc3ccc4c(c3)OCO4)CC2)O[C@@H](OCc2ccc(CO)cc2)C1
  -21, 20
> CCc1ccc(CN2CCC(Oc3ccc(C(=O)NCc4ccccn4)cc3)CC2)o1
  -19, 12
> O=C(c1ccco1)N1CCN=C1SCc1cccc(Cl)c1
  -13, 12
> COc1ccc(Nc2nc(NCc3ccco3)nc(N/N=C/c3ccc(O)cc3)n2)cc1
  -19, 4
> CCn1c(O)c(N=NC(=O)Cc2csc(N3CCOCC3)n2)c2ccccc21
  -11, 28
> Cc1cc(=O)nc2c3ccccc3n(C(C)C(=O)Nc3c(F)c(F)c(F)c(F)c3F)n12 (configuration not stated)
  -48, 13
> O=C(CCOc1ccccc1)NNC(=O)c1ccccc1
  -14, 9
> COc1cccc(NC(=O)Nc2ccccc2Br)c1
  -11, 11

Ordered by length of the SMILES (lowest first): some entries from above
Each structure is followed by: OX1R antag-1, OX1R antag-2
> COc1cccc(NC(=O)Nc2ccccc2Br)c1
  -11, 11
> O=C1c2ccccc2C(=O)N1CCc1nc(-c2ccccn2)no1
  -32, 18
> CNS(=O)(=O)c1cccc(C(=O)OCC(=O)Nc2ccc(Cl)cn2)c1
  -14, 6
> NS(=O)(=O)c1ccc(CCNC(=O)NC23CC4CC(CC(C4)C2)C3)cc1
  -13, 8
> COc1ccc(/C=N/NC(=O)CNc2c(Br)cc(C)cc2Br)c(C(=O)O)c1OC
  1, 8
> C[C@H]1C=C(C(=O)N2CCN(Cc3ccc4c(c3)OCO4)CC2)O[C@@H](OCc2ccc(CO)cc2)C1
  -21, 20

Next part.
Each structure is followed by: OX1R antag-1, OX1R antag-2
> Cc1cc(CNC(=O)c2cccc3c2C(=O)c2ccc(-c4ccc(F)cc4OCc4ccccc4)cc2S3(=O)=O)c(C(F)(F)F)o1
  2, 6
> O=C(O)c1ccc(CSc2nnc(-c3ccccc3Cl)n2-c2ccccc2)cc1
  -20, 8
> O=C(OCc1c(-c2ccccc2)ncc2ccccc12)c1cccc(Br)c1
  -23, 7
> CCOc1ccc(NC(=O)C2CCCN(c3cnccn3)C2)cc1 (configuration not stated)
  -8, 15
> Cc1ccc(C)c(NC(NC(=O)c2ccccn2)C(Cl)(Cl)Cl)c1 (configuration not stated)
  -16, 18
> CC(=O)Nc1ccc(S(=O)(=O)NC2(C(F)(F)F)C(=O)Nc3c2c(=O)[nH]c(=O)n3Cc2ccccc2)cc1 (configuration not stated)
  -1, 9
> CN(CC(=O)NCc1ccccc1)S(=O)(=O)c1cnc[nH]1
  -3, 4
> O=C(Cc1ccc(Br)cc1)OCC(=O)c1ccc2c(c1)OCCO2
  -17, 33
> CN(C)CCCNC(=O)C(=O)NCC1CCCO1 (configuration not stated)
  -5, 19
> CCC(=O)N1CCc2cc(S(=O)(=O)CCC(=O)NC(C)CC)ccc21 (configuration not stated)
  -26, 2
> CCOC(=O)CCC(=O)Nc1ccc(S(=O)(=O)N2CCCCC2)cc1
  1, 26
> CCOC(=O)C1CCN(C(=O)C2CCCN(S(=O)(=O)c3ccc(OC)c(Cl)c3)C2)CC1 (configuration not stated)
  -28, 13
> O=C(C1=C[C@H](c2ccc(Br)cc2)C[C@H](OCCCCO)O1)N1CCOCC1
  -18, 11
> CN(C)CCCNCC(=O)Nc1ccccc1N1CCOCC1
  -12, 10
> CN(CC(=O)Nc1ncn[nH]1)S(=O)(=O)c1cc(Cl)ccc1Cl
  -3, 4
> O=C(c1cccc([N+](=O)[O-])c1)N1CC2C3C=CC(C3)C2C1 (configuration not stated)
  -6, 16
> CCCSc1nnc2c(n1)OC(c1cccn1C)N(C(C)=O)c1ccccc1-2 (configuration not stated)
  -21, 19
> CCN(CC)S(=O)(=O)c1ccc(N2CCOCC2)c(NC(=O)c2ccc(F)cc2)c1
  -25, 10
> Cc1ccc(C(=O)NCCc2ccncc2)cc1
  -3, -3
> CN(C)S(=O)(=O)c1cccc(COC(=O)Cc2c(F)cccc2Cl)c1
  -14, 32
> CCOc1ccc(NC(=S)N(C)C)cc1
  -21, 4
> CCc1cc(CNC(=O)c2ccc(OC3CCN(C(C)=O)CC3)c(OC)c2)on1
  -7, 14
> CCCn1c(N)c(C(=O)CSc2nnc(-c3ccoc3C)n2C)c(=O)n(C)c1=O
  -5, -2
> Cc1ccc(C)c(NC(=O)C(Sc2nnc(-c3cccs3)o2)c2ccccc2)c1 (configuration not stated)
  -28, 20
> COc1ccccc1NS(=O)(=O)c1ccc(C(=O)OCC(=O)NCc2ccco2)cc1
  15, 40
> Cc1cccc(N2CCN(CCCNC(=O)c3ccc(NC(=O)C4=CSCCO4)cc3)CC2C)c1 (configuration not stated)
  -5, 4
> O=C(COC(=O)c1ccc(Cl)nc1)Nc1ccc2c(c1)CCC2
  23, 8
> CCCCN1C2=C(C(=O)CC(C)(C)C2)C(c2ccccc2)C2=C1c1ccccc1C2=O (configuration not stated)
  -40, 25
> FC(F)(F)c1cccc(NC(=S)Nc2cccc(NC(=S)Nc3cccc(C(F)(F)F)c3)n2)c1
  -12, 3
> O=C(Nc1cc(Cl)ccc1Cl)N1CCCC1
  -22, 21

Fetched one by one from the list above (2):
Each structure is followed by: OX1R antag-1, OX1R antag-2
> Cc1ccc(C(=O)NCCc2ccncc2)cc1
  -3, -3
> Cc1cccc(N2CCN(CCCNC(=O)c3ccc(NC(=O)C4=CSCCO4)cc3)CC2C)c1 (configuration not stated)
  -5, 4

Next section
Each structure is followed by: OX1R antag-1, OX1R antag-2
> O=C(CN1C(=O)NC2(CCCC2)C1=O)N1CCN(S(=O)(=O)c2ccccc2[N+](=O)[O-])CC1
  -5, 4
> CCOc1ccc(C(=O)N2CCc3ccccc32)cc1OCC
  -16, 4
> O=C1C(=O)N(CCN2CCCCC2)c2ccccc21
  -16, 12
> COc1ccc(-c2nnc(-c3cc4c(ccc5ccccc54)oc3=O)o2)cc1
  -22, 62
> Cc1onc(-c2ccccc2Cl)c1C(=O)NCCCN1CCOCC1
  -27, -5
> CN(CC(=O)Nc1ccc(F)c(Cl)c1)S(=O)(=O)c1ccc2c(c1)n(C)c(=O)c(=O)n2C
  -1, 4
> COc1ccccc1Cn1c(CO)nc2ccccc21
  -23, 11
> Cc1ccc(S(=O)(=O)NCC(C)NS(=O)(=O)c2ccc(C)cc2)cc1 (configuration not stated)
  -34, 17

Nothing new here: two of the compounds above.
Each structure is followed by: OX1R antag-1, OX1R antag-2
> COc1ccc(-c2nnc(-c3cc4c(ccc5ccccc54)oc3=O)o2)cc1
  -22, 62
> Cc1onc(-c2ccccc2Cl)c1C(=O)NCCCN1CCOCC1
  -27, -5

Not a hit list. About 2.1% of those tested had a hit in this group.
